# GalR3 antagonist: GalR3 antagonists in HEK293 cells, primary screen, cell-based, fluorescence readout | inhibition, % at 3 µM | HEK293 GalR3-CNG cAMP membrane potential fluorescence; galR3 body fused to GalR1 C-terminus | Galanin receptor type 3 (Homo sapiens), O60755 | hit rate 0.44% among 360,000;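 active = inhibition above the screen-wide average plus 3 SD, cut at about 13% in these data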;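 note: forskolin and galanin both at EC90 stimulate the cells; cAMP rise reported by CNG channel membrane potential dye signal; 0% = forskolin plus galanin with DMSO and 100% = forskolin alone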
# Target sequence (O60755 1-299 limits assumed): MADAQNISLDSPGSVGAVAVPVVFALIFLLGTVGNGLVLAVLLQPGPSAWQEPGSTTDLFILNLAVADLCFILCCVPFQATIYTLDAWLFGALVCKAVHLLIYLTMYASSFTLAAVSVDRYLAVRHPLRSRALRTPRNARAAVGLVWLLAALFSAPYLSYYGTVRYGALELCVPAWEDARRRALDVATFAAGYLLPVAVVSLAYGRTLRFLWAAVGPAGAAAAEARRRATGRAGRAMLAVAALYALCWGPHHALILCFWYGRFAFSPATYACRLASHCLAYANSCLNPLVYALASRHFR
# * hit, by the source's call; & = joins results of further samples. This is a subset; rates above refer to the full screens.
CCOC(=O)C1=CCN(S(=O)(=O)c2ccccc2Cl)C1c1cccc(C)c1 (centres undefined)
  GalR3 antagonist = -6
COc1cccc(C(N)c2nc(-c3cc(F)cc(F)c3)cs2)c1 (centres undefined)
  GalR3 antagonist = 3
Nc1nc2ncccc2cc1C(=O)NC1CC1
  GalR3 antagonist = -6
C=CCN1C(=O)c2n[nH]c(COC)c2C1c1cccc(C(F)(F)F)c1 (centres undefined)
  GalR3 antagonist = -6
COc1ccc2nc3n(c(=O)c2c1)-c1ccccc1C(=O)NC3Cc1ccccc1 (centres undefined)
  GalR3 antagonist = 5
Cc1cccc(COC[C@H](Cc2ccccc2)N2CCN(C(=O)c3ccc(C(F)(F)F)cc3)CCC2=O)c1
  GalR3 antagonist = -9
CC(C)(C)c1ccc(CC(=O)N2CCC2(C)C(=O)Nc2ccc3[nH]ncc3c2)cc1 (centres undefined)
  GalR3 antagonist = -4
Cc1ccc2nc(NC3=NC4(CCCC4)C4=C(CCCC4=O)N3)oc2c1
  GalR3 antagonist = -2
CO[C@@H]1CN(C)C(=O)c2cc(NC(=O)NC3CCCCC3)ccc2OC[C@@H](C)N(CCc2ccccc2)C[C@@H]1C
  GalR3 antagonist = 6
CN(C)c1nc(N)nc(CSc2nnnn2-c2ccc(Cl)cc2)n1
  GalR3 antagonist = -4
CCOc1ccc(-c2cc(C(=O)Nc3cc(OC)c(OC)c(OC)c3)[nH]n2)c(C)c1
  GalR3 antagonist = -4
CCN(CC)C(=O)c1cccc(-c2csc(C(O)c3cccc(OC)c3)n2)c1 (centres undefined)
  GalR3 antagonist = -7
COc1ccc(CN2CCC2(C)C(=O)Nc2cccc(NS(C)(=O)=O)c2)c2ccccc12 (centres undefined)
  GalR3 antagonist = -5
C=CCN1C(=O)c2n[nH]c(COC)c2C1c1ccc(Br)cc1 (centres undefined)
  GalR3 antagonist = -8
Cc1cc(C)cc(Cn2cc(CN3CC(N4CCN(CCN(C)C)CC4)CS3(=O)=O)nn2)c1 (centres undefined)
  GalR3 antagonist = -1

CC(=O)Nc1cc(-c2ccc(C(=O)N3CCOCC3)cc2)cn2c(-c3ccc(F)cc3)cnc12
  GalR3 antagonist = -7
CCCc1ccc2c(C(F)(F)F)cc(C(F)(F)F)cc2n1
  GalR3 antagonist = -2
CC(C)N1CCC(C)(C(=O)Nc2cc(-c3ccccc3)nn2C)C1 (centres undefined)
  GalR3 antagonist = -8
COc1ccccc1CNc1nc(NCCN2CCNC2=O)c2sccc2n1
  GalR3 antagonist = -2
Cc1ccc(CN2C(=O)CSCC2(C)C(=O)NCc2ccccc2)cc1 (centres undefined)
  GalR3 antagonist = -3
COc1cc2cc(OC(C)=O)c3cc4c(cc3c2c(OC)c1OC)OCO4
  GalR3 antagonist = -8
CCCCCCCCN1CC(Cc2cc3ccccc3c3ccccc23)N(c2ccccc2)c2ccccc2C1=O (centres undefined)
  GalR3 antagonist = -5
O=C(NCc1ccccc1)c1ccc([N+](=O)[O-])cc1
  GalR3 antagonist = -6
Cc1cc(C)n2c(Nc3ccc4c(c3)OCCO4)c(CC(C)C)nc2n1
  GalR3 antagonist = -9
COc1cccc(CN2CCC2(C)C(=O)NCCc2ccccn2)c1OC (centres undefined)
  GalR3 antagonist = -6
COc1cccc(-c2cnc(C(O)c3ccc(F)cc3)[nH]2)c1 (centres undefined)
  GalR3 antagonist = -5
Cc1ccc(F)c(S(=O)(=O)NC(=O)C2(C)CCN2C(=O)C/C=C/c2ccccc2)c1 (centres undefined)
  GalR3 antagonist = 0
CCOC(=O)C1=C[C@@H](C(C)(C)C)N(S(=O)(=O)c2ccc(C)cc2)[C@H]1c1ccc(Cl)c(Cl)c1
  GalR3 antagonist = -4
Cn1cc([C@]2(O)C(=O)Nc3ccc(Br)cc32)c2ccccc21
  GalR3 antagonist = -5
Cn1c(=O)c2c(ncn2Cc2ccc(O)c([N+](=O)[O-])c2)n(C)c1=O
  GalR3 antagonist = -7

CN(C)CCCOc1ccc(-c2cc3nc(NCc4cccnc4)n(C)c(=O)c3s2)cn1
  GalR3 antagonist = -5
CC(=O)O[C@H]1CC[C@]2(C)C3CC[C@]4(C)[C@@H]([C@H](C)/C=C/[C@H](C)C(C)C)CC[C@H]4[C@@]34C=C[C@]2(C1)N(C(=O)c1ccccc1)O4 (some centres undefined)
  GalR3 antagonist = -3
CCOc1ccc(Cl)cc1-c1cc(C(=O)NCc2cc(C(F)(F)F)cc(C(F)(F)F)c2)[nH]n1
  GalR3 antagonist = -5
O=C(N[C@H](CO)c1ccccc1)[C@H]1O[C@@H](n2ccc(=O)[nH]c2=O)[C@H](O)[C@@H]1O
  GalR3 antagonist = -4
Cc1ccc(C(O)c2ncc(-c3cccc(C(F)(F)F)c3)[nH]2)cc1F (centres undefined)
  GalR3 antagonist = -5
CC1Cc2[nH][nH]c(=O)c2C(C2CCCC2)O1 (centres undefined)
  GalR3 antagonist = -6
c1ccc2c(c1)ccn1c(Cc3ccsc3)c(C3CCCCC3)nc21
  GalR3 antagonist = -3
COc1ccccc1-c1ccc2c(c1)C(C)(Cc1ccc(F)c(Cl)c1)C(=O)N2 (centres undefined)
  GalR3 antagonist = 0
CC(=O)Nc1cc(-c2ccc(C(=O)N3CCOCC3)cc2)cn2c(-c3ccccc3)cnc12
  GalR3 antagonist = -5
CC1=C(C(=O)N2CCCCCC2)CC(CC(=O)NCCc2ccccn2)C(=O)N1Cc1ccc(F)cc1 (centres undefined)
  GalR3 antagonist = -4
COc1cccc(-c2cnc(C(O)c3ccccc3OC)[nH]2)c1 (centres undefined)
  GalR3 antagonist = -6
COc1ccc2cc(C3CC=C(CO)CN3S(=O)(=O)c3ccccc3[N+](=O)[O-])n(C(=O)OC(C)(C)C)c2c1 (centres undefined)
  GalR3 antagonist = -1
CCCN1CCCCC(NC(=O)c2ccc3ccccc3c2)C1=O (centres undefined)
  GalR3 antagonist = -2
COC(=O)c1cc2c(c3c4cc(F)ccc4n(S(=O)(=O)c4cccc(C)c4)c13)C(=O)N(C)C2
  GalR3 antagonist = -6
COc1ccc(C2CC=C(C(C)=O)CN2S(=O)(=O)c2ccc(Cl)cc2)cc1 (centres undefined)
  GalR3 antagonist = -8&-8

# 3 entries from above, arranged by molar mass, rising:
CC1Cc2[nH][nH]c(=O)c2C(C2CCCC2)O1 (centres undefined)
  GalR3 antagonist = -6
c1ccc2c(c1)ccn1c(Cc3ccsc3)c(C3CCCCC3)nc21
  GalR3 antagonist = -3
COc1ccc2cc(C3CC=C(CO)CN3S(=O)(=O)c3ccccc3[N+](=O)[O-])n(C(=O)OC(C)(C)C)c2c1 (centres undefined)
  GalR3 antagonist = -1

# New compounds follow.
COc1ccc(S(=O)(=O)NC(=O)C2(C)CCN2C(=O)C2CC2)cc1 (centres undefined)
  GalR3 antagonist = -8
O=C(/C=C/[C@H]1O[C@@H](n2ccc(=O)[nH]c2=O)[C@H](O)[C@@H]1O)N1CCN(CCc2ccccc2)CC1
  GalR3 antagonist = -6
CC1(C(=O)O)CCCN(C(=O)c2ccc3c(c2)C(C)(C)CCC3(C)C)C1 (centres undefined)
  GalR3 antagonist = -5
O=C(c1ccc(C(F)(F)F)cc1)N1CCC(=O)N([C@H](COCc2ccccc2)Cc2ccccc2)CC1
  GalR3 antagonist = -4
COc1ccc(OC)c(CN2C(=O)CN(S(C)(=O)=O)CC2(C)C(=O)Nc2c(C)cccc2C)c1 (centres undefined)
  GalR3 antagonist = -3
CN(Cc1cnn(-c2ccc(F)cc2)c1)C(=O)[C@H]1O[C@@H](n2cnc3c(N)ncnc32)[C@H](O)[C@@H]1O
  GalR3 antagonist = -5
Cc1ccc(S(=O)(=O)N2[C@H](CC(=O)c3ccc(Cl)c(Cl)c3)OC[C@@H]2C(C)C)cc1
  GalR3 antagonist = -6
CCOC(=O)C1(C)CCCN(C(=O)c2ccc3c(c2)OCO3)C1 (centres undefined)
  GalR3 antagonist = -8
O=C(Nc1ccc(Cl)c(C(F)(F)F)c1)C1Cc2c(-c3ccccc3)ccnc2O1 (centres undefined)
  GalR3 antagonist = -1
C[C@H](O)[C@@H]1C(=O)N2CCc3c([nH]c4c(-c5ccccc5)cccc34)[C@@H]2C[C@@H]1N(C)C(=S)Nc1ccc(C#N)cc1
  GalR3 antagonist = -9
Cc1cc2nc(-c3ccco3)c(Cc3ccccc3C(F)(F)F)n2c(C)c1Br
  GalR3 antagonist = 8
CCN(CC)C(=O)c1cccc(-c2csc(C(O)c3ccc(F)cc3)n2)c1 (centres undefined)
  GalR3 antagonist = -4
CN(C(=O)c1cccc(NC(=O)Cc2ccc(NC(=O)C3CCCN(C(=O)c4ccccc4)C3)cc2)c1)C1CC1 (centres undefined)
  GalR3 antagonist = 3
CC1(C(=O)Nc2cccc(C(F)(F)F)c2)Cc2c(-c3cccc(C(N)=O)c3)ccnc2O1 (centres undefined)
  GalR3 antagonist = -8
COC(=O)CCCC[C@@H]1O[C@H](CCc2ccccc2)CC2=C1C(=O)OC(C)(C)O2
  GalR3 antagonist = -6

O=C(c1ccc(=O)[nH]c1)N(c1ccccc1)C(CCc1ccccc1)c1nc2ccccc2[nH]1 (centres undefined)
  GalR3 antagonist = 11
Nc1[nH]c(C(=O)c2ccccc2)c(-c2cccnc2)c1C(=O)NCCc1ccc(Cl)cc1Cl
  GalR3 antagonist = -7
CCCCNC(=O)c1nc(C2CCN(S(=O)(=O)c3ccc(OC(F)(F)F)cc3)CC2)oc1-c1ccccc1
  GalR3 antagonist = -6
CSc1ccc(CNC(=O)C2(C)CCCN(C(C)=O)C2)cc1 (centres undefined)
  GalR3 antagonist = -6
O=C(NCc1ccccc1F)Nc1nnc([C@@H]2C[C@H](O)[C@@H](CO)O2)s1
  GalR3 antagonist = -7
CC(C)Nc1ncnc2c1ncn2[C@H]1CN(CCN2CCOCC2)C[C@@H](CO)O1
  GalR3 antagonist = -6
Cc1cccc(S(=O)(=O)N[C@@H]2CC[C@@H](CCNS(=O)(=O)c3ccccc3F)O[C@@H]2CO)c1
  GalR3 antagonist = -5
CCCS(=O)(=O)NC(=O)C1(C)CCN(C(=O)c2ccco2)C1 (centres undefined)
  GalR3 antagonist = -3
N#Cc1cccc(NC(=O)c2cc(C3CCCCN3S(=O)(=O)c3ccccc3)on2)c1 (centres undefined)
  GalR3 antagonist = -4
CCc1nc2ccc(C(=O)N(C)Cc3ccco3)cn2c1N(C)C(=O)Cc1ccccc1
  GalR3 antagonist = -2
COc1cc(OC)nc(Nc2nc(C(N)COCc3ccccc3)cs2)n1 (centres undefined)
  GalR3 antagonist = -4
O=C1NC[C@@H](CCCCN2C[C@H](Cc3ccc(O)cc3)N(CCc3ccccc3)C(=O)C2=O)N(CCC2CCCCC2)C1=O
  GalR3 antagonist = -4
COc1ccc(C(=O)NC[C@H]2O[C@@H](n3cnc4c(N)ncnc43)[C@H](O)[C@@H]2O)cc1OC
  GalR3 antagonist = 3
CCCCN(C=O)c1c(CC)nc2c(OCc3ccccc3C(=O)OC)cccn12
  GalR3 antagonist = -5
CCc1c(-c2ccccc2F)ncn1CCc1ccccc1OC
  GalR3 antagonist = -6

# 6 entries out of the list above, arranged by the number in GalR3 antagonist, ascending:
O=C(NCc1ccccc1F)Nc1nnc([C@@H]2C[C@H](O)[C@@H](CO)O2)s1
  GalR3 antagonist = -7
CCc1c(-c2ccccc2F)ncn1CCc1ccccc1OC
  GalR3 antagonist = -6
Cc1cccc(S(=O)(=O)N[C@@H]2CC[C@@H](CCNS(=O)(=O)c3ccccc3F)O[C@@H]2CO)c1
  GalR3 antagonist = -5
COc1cc(OC)nc(Nc2nc(C(N)COCc3ccccc3)cs2)n1 (centres undefined)
  GalR3 antagonist = -4
CCCS(=O)(=O)NC(=O)C1(C)CCN(C(=O)c2ccco2)C1 (centres undefined)
  GalR3 antagonist = -3
O=C(c1ccc(=O)[nH]c1)N(c1ccccc1)C(CCc1ccccc1)c1nc2ccccc2[nH]1 (centres undefined)
  GalR3 antagonist = 11

# Later entries:
COC(=O)C1=C(C)N(Cc2cccc(C(F)(F)F)c2)C(=NCc2ccc3c(c2)OCO3)NC1c1ccccc1 (centres undefined)
  GalR3 antagonist = -7
CC1(C(=O)Nc2cccc3ccccc23)CCN1C(=O)C1(c2ccccc2)CCCC1 (centres undefined)
  GalR3 antagonist = -6
CC(C)=CCn1c2ccc(NC(=S)NC3CC3)cc2c(=O)n1C
  GalR3 antagonist = 0
OC(c1cccc(Cl)c1)c1nc(-c2ccc(F)c(Cl)c2)cs1 (centres undefined)
  GalR3 antagonist = -8
COc1ccc(NC(=O)c2cc(C3CCCCN3C(=O)c3ccc(Cl)cc3)on2)c(C)c1 (centres undefined)
  GalR3 antagonist = -8
CCc1cc2c(nc1CC)CCCN2S(=O)(=O)c1ccc(C#N)cc1
  GalR3 antagonist = -7
CN(C)c1cccc(CNC(=O)c2ccc3nc([C@H]4C[C@H](O)[C@@H](CO)O4)[nH]c3c2)c1
  GalR3 antagonist = 0
CCOC(=O)C1=CCC(c2cccc3ccccc23)N(S(=O)(=O)c2ccc(C)cc2)C1 (centres undefined)
  GalR3 antagonist = -6
C=Cc1ccc(Cn2c(C)c(C(=O)NCCC#N)sc2=O)cc1
  GalR3 antagonist = 4
O=C(Nc1c(-c2ccccc2)[nH][nH]c1=O)c1ccc2c(c1)OCO2
  GalR3 antagonist = -8
CCc1ccc(C(O)c2ncc(-c3ccccc3OC)[nH]2)cc1 (centres undefined)
  GalR3 antagonist = -6
Cc1ccccc1-c1cnc(C(O)c2ccc(Cl)cc2)[nH]1 (centres undefined)
  GalR3 antagonist = -8
Fc1ccc(-c2ccc3c(n2)CCCN3Cc2ccccn2)cc1
  GalR3 antagonist = 2
CC(C)c1ccc(C(=O)N2CCCCC2c2cc(C(=O)Nc3ccncc3)no2)cc1 (centres undefined)
  GalR3 antagonist = -7
CCOC(=O)C(=O)N(C)c1c(CC)nc2c(OCc3ccccc3)cccn12
  GalR3 antagonist = -9

O=C1NC[C@@H](CCCCN2C[C@H](Cc3ccccc3)N(CCC3CCCCC3)C(=O)C2=O)N(CCc2ccccc2)C1=O
  GalR3 antagonist = -5
O=c1cc(CCc2ccccc2)[nH]c(=O)[nH]1
  GalR3 antagonist = 0
COc1ccc(C(C)(O)c2nc(/C=C/c3ccccc3)cs2)cc1 (centres undefined)
  GalR3 antagonist = -5
N#Cc1ccc(C2CC(OCCF)=CC(=O)O2)cc1 (centres undefined)
  GalR3 antagonist = 1

# Screens deposited in PubChem by The Scripps Research Institute Molecular Screening Center.
